Assay outcomes from PubChem.
IP6K1 inhibitor: inhibitors of human IP6K1; Q92551; IP6K1 kinase, ADP-Glo luminescence, 2 h; active compounds read low; activity change, % (series mostly up to about 58 µM); 140,000 tested, 0.81% active; in the data active = activity change below about -25%
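ADP-Glo luminescence measures ADP made by human IP6K1 during a 2 h RT reaction with ATP/IP6 (mix at 1.3 mM/130 uM); top library doses 57.5 and 19.1 uM final.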
GPT2 inh: GPT2 alanine aminotransferase inhibition; Q8TD30; Recombinant GPT2, coupled pyruvate oxidase/HRP Amplex Red fluorescence; Potency, µM (top dose mostly 57.7 µM), for inactives: at the highest dose activity change, negative = inhibition, actives largely listed as inhibitors; 100,000 tested, 0.25% active; AID 1671188; also: potency is read from the fitted curve at half-maximal effect; nearly all actives have a fitted effect of over 60% in size; many of its hits are not listed in these tables
Target sequence (Q8TD30 whole entry, looked up): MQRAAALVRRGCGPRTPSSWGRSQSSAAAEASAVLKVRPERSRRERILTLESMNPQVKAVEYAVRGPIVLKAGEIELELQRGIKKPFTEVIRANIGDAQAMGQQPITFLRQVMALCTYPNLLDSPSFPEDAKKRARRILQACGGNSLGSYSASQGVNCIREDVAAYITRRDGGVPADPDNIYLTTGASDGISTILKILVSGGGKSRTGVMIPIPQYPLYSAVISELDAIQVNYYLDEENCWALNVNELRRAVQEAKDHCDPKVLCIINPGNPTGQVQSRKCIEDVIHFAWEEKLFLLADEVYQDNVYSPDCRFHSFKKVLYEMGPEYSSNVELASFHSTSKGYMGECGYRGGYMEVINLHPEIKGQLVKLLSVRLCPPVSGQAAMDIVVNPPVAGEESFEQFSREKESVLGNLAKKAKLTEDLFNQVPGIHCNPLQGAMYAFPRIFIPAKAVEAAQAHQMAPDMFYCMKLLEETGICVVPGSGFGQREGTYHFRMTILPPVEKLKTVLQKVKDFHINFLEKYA
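Fluorescence of coupled pyruvate oxidase/HRP/Amplex Red system (50uM Amplex, 30 min, dark) reports pyruvate formed by GPT2. Enzyme reaction: 10ng/uL GPT2, 2mM L-alanine, 250uM a-KG, 30 min room temperature, pH 7.5; 50uM AOA control.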
SNCA viab count: counter-screen for SNCA expression inhibitors: cell viability. HEK-293-SNCA-luc viability, GF-AFC fluorescence, 24 h. Potency, µM (titrated, usually from 57.1 µM), inactives show at the highest dose activity change, negative = cytotoxicity, most hits filed as cytotoxic. 150,000 tested, 0.12% active. AID 1671193;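 also: potency is read from the fitted curve at half-maximal effect; 0% = DMSO-treated cells and -100% = medium-only wells without cells; nearly all actives have a fitted effect of over 30% in size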
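HEK-293-SNCA-luc cells (1500/well) plated 24 h, then exposed 24 h to a dilution series; GF-AFC added 30 min at 37C, fluorescence 405/540 nm; normalised to medium-only and DMSO wells, Hill fit.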
HEK cytotox: cytotoxic compounds in HEK 293 cells; HEK 293 viability, ATP luminescence (CellTiter-Glo), 48-72 h; 94,000 tested, 6.6% active; Potency, µM (doses to about 115 µM), for the others: top-dose activity change, negative = cytotoxicity, usual class: inhibitors; also: potency is read from the fitted curve at half-maximal effect; nearly all actives have a fitted effect of over 60% in size
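Cells seeded first (HEK 293, 250 cells/well), then compound added by pintool. Incubation ran 48 or 72 hr at 37 degree Celsius. CellTiter-Glo was added and luminescence imaged after 10 min at room temperature.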
SNCA expr inh: SNCA gene expression inhibition; 140,000 tested, 0.17% active; HEK-293 SNCA-luciferase knock-in, luminescence, 24 h; Potency, µM (series often up to 57.2 µM), inactives show at the top dose activity change, negative = inhibition, usual class: inhibitors; AID 1671194;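 also: potency is read from the fitted curve at half-maximal effect; plate controls were DMSO cells for no effect and cell-free wells for full effect; nearly all actives have a fitted effect of over 45% in size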
Luciferase inh: Photinus pyralis luciferase inhibition. AID 1347043. Potency, µM (series often up to 115 µM), without a hit: at the highest dose activity change, negative = inhibition, most hits filed as inhibitors. 76,000 tested, 2.5% active. P08659. purified P. pyralis luciferase, luminescence, biochemical; also: potency is read from the fitted curve at half-maximal effect; nearly all actives have a fitted effect of over 65% in size
Target sequence (P08659 whole entry, looked up): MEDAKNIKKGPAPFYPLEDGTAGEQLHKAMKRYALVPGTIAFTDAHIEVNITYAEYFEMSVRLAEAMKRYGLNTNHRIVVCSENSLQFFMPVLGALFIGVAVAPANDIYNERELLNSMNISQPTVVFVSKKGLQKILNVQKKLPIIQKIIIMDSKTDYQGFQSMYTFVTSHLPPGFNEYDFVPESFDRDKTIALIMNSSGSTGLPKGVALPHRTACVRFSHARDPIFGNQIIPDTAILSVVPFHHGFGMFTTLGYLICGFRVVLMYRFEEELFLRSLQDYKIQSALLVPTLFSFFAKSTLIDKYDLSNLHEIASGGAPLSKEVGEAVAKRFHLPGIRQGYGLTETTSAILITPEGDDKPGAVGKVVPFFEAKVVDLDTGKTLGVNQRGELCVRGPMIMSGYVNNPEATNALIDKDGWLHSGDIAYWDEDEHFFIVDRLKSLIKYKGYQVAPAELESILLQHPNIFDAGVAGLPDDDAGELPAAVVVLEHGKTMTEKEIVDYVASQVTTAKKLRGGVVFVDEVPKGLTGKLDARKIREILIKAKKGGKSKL
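Luminescence read by CCD imaging after purified firefly luciferase (10nM final) was added to substrate buffer holding 10uM D-luciferin and 10uM ATP, pH 7.5, pre-dosed with compound.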
3T3 cytotox: cytotoxic compounds in NIH 3T3 cells; NIH 3T3 viability, CellTiter-Glo ATP luminescence, 48-72 h; Potency, µM (doses to about 96.7 µM), inactives show at the top dose activity change, negative = cytotoxicity, hits mostly inhibitors; 94,000 tested, 4.3% active; AID 1345082; also: potency is read from the fitted curve at half-maximal effect; nearly all actives have a fitted effect of over 55% in size
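Cells were seeded at 400 per well, treated with pin-transferred compound, and kept 48 or 72 hr at 37 °C before CellTiter-Glo addition and luminescence imaging of cellular ATP.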
* hit, by the source's call; i = inactive; ? = inconclusive; / = not tested or not shown; [ ] = another dose, or the depositor's remark. Unless noted, calls follow the shape of the dose curve; as a rule, active = well fitted curve in the direction sought with a large enough effect; inconclusive = small, poorly fitted or top-dose-only effect, or another doubt; inactive = no such curve, though single readings can be large; an effect the other way counts as inactive or inconclusive. Unless noted, % is scaled to controls: 0 for no effect and ±100 for the full control effect.

SMILES	IP6K1 inhibitor	GPT2 inh	SNCA viab count	HEK cytotox	SNCA expr inh	Luciferase inh	3T3 cytotox
O=C1NC[C@@H](CCC(=O)N2CCCC2)N2C[C@@H](NCc3ccccc3)C[C@@H]12	-5	i	2%[87.6 µM]	1%[172 µM]	41%[activator][87.6 µM]	0%[172 µM]	3%[174 µM]
CN(C)c1ccc(-c2noc([C@@H]3CCCN3Cc3ccc(CO)o3)n2)cn1	6	i	-18%[87.6 µM]	0%[172 µM]	87%[activator][87.6 µM]	?	3%[174 µM]
O=C(NCCc1ccccc1)c1ccc(CN2C(=O)NC3(CCOCC3)C2=O)cc1	11	i	-7%	?	-3%	-2%	-4%
O=c1[nH]c(C2CCN([S+](=O)([O-])c3cccc(C(F)(F)F)c3)CC2)nn1-c1ccccn1	22	i	-4%	?	-6%	/	?
COc1ccc(N2CCN(C(=O)c3ccc4c(c3)N(Cc3cccc(Cl)c3)C(=O)c3ccccc3S4(=O)=O)CC2)cc1	-1	/	-3%	/	-12%	/	/
COCCCNC(=O)CC(c1ccc(Cl)cc1)c1c[nH]c2ccccc12 (configuration not stated)	-12	-6%	-4%	?	4%	-7%	?
COc1ccc(-c2noc(Nc3ccc(OC)cc3OC)n2)cc1	2	i	-7%	?	92%[activator]	25µM*	-29%
Cc1nc2scc(CC(=O)NCCC(C)C)n2c(=O)c1-c1cc(C)n(-c2ccccc2F)n1	6	5%	5%	-8%	23%	0%	-17%
C=CCNC(=O)c1ccn2cncc2c1	8	-7%[88.5 µM]	6%[87.6 µM]	-1%[230 µM]	19%[87.6 µM]	-5%[230 µM]	-7%[174 µM]
O=C(c1ccccc1Cl)N1CCN(CCc2ccccn2)CC1	-18	/	9%	/	10%	/	/
CCS(=O)(=O)c1ncc(Cl)c(C(=O)Nc2c(C(=O)Nc3cccc(C)c3)oc3ccccc23)n1	-5	/	-6%	/	19%	/	/
Cc1ccc(C(=O)c2oc3ccccc3c2NC(=O)Cc2ccccc2)cc1	1	/	5%	/	0%	/	/
COc1cccc(-n2cc(C(=O)NCc3ccccc3OC)c3ccccc3c2=O)c1	2	/	-17%	/	-14%	/	/
CCS(=O)(=O)N1CCC2(CC1)CC(C(=O)N1CCOCC1)N(C)C2 (configuration not stated)	-8	i	2%	-3%	4%	5%	i
CCOc1ccc(NC(=O)CSC2=Nc3ccccc3C3=NC(CC(=O)NCc4ccco4)C(=O)N23)cc1 (configuration not stated)	2	/	8%	/	-11%	/	/
CN(CC(O)c1ccccc1)C(=O)c1cn(C(c2ccccc2)c2ccccc2)nn1 (configuration not stated)	23	-4%	1%	-2%	-7%	-3%	-3%
CCCN(CC1CCOC1)C(=O)Nc1cc(F)cc(F)c1 (configuration not stated)	-4	i	-2%	-16%	14%	6%	-3%
CCOc1ccc(Nc2nc(-c3cccc(Cl)c3)c3c(n2)-c2ccccc2OC3)cc1	18	/	-23%	/	14%	/	/
Cc1ccc(-c2cc3c(n2-c2ccc(F)cc2)CC(C)(C)CC3=O)cc1	-9	/	4%	/	14%	/	/
CCC(CC)C(=O)NC1CCN(C(=O)N2CC3CC(C2)[C@H]2CCCC(=O)N2C3)CC1 (some centres not stated)	9	i	18%	4%	-5%	-3%	i
Cc1ccc(C)c(NC(=O)C(C)N(c2ccccc2)S(C)(=O)=O)c1 (configuration not stated)	30	/	-1%	/	4%	/	/
CCOC(=O)C1CCCN(C(=O)c2ccc3oc(-c4ccccn4)nc3c2)C1 (configuration not stated)	-22	i	13%	-5%	44%[activator]	/	-26%
Cc1ccccc1NS(=O)(=O)c1ccc2[nH]cc(C(=O)NC(C)c3ccccc3)c(=O)c2c1 (configuration not stated)	-13	/	-6%	/	?	/	/
CCS(=O)(=O)N1C[C@@H]2C(=O)N(CCC3CCN(C(C)C)CC3)C(=O)[C@@H]2C1	-15	-1%	6%	-12%	1%	-4%	-9%
Cc1ccc(Sc2ccc(N3CCCC(C(=O)Nc4ccc(F)cc4)C3)nn2)cc1 (configuration not stated)	-2	/	-20%	/	-15%	/	/
O=C(CSc1nnc(-c2ccccc2)c(-c2ccccc2)n1)NCCc1ccccc1	30	/	-4%	/	-19%	/	/
COc1ccc(C(=O)N2CCN(C(=O)c3nc4cccnc4n(C4CCCC4)c3=O)CC2)cc1	-6	-6%	5%	0%	-1%	/	-23%
O=C(CSc1nc(=O)n(CCN2CCOCC2)c2c1CCC2)Nc1cccc(Cl)c1	16	/	-11%	/	-3%	/	/
C=CCOc1c(OC)ccc2c1CN(C1CC1)C(=O)CCN2CC(O)COc1ccc(OC)cc1 (configuration not stated)	10	/	/	?	/	/	?
COc1ccccc1CNC(=O)C1CCN(C(=O)c2sccc2-n2cccc2)CC1	2	/	3%	/	-13%	/	/
Cc1cc(C(=O)N2CCC3(CCNCC3)CC2)c2cccc(C)c2n1	11	i	?	-8%	-4%	13%	-1%
COc1ccc(C2Cn3nnc(C(=O)N4CCC(C(=O)NCc5cccc(C)c5)CC4)c3CO2)cc1 (configuration not stated)	0	i	12%	-10%	50%[activator]	?	-30%
COc1cccc2c1OCC(C(=O)NCCc1ccc(N(C)C)cc1)C2 (configuration not stated)	9	i	-11%	-21%	18%	0%	-26%
O=C(CC1CCN(C(=O)Cc2ccccc2F)C1)NC1CC1 (configuration not stated)	-13	i	-5%[12.5 µM]	1%	0%	-14%	-1%
Cc1ccc(=O)n(CC(=O)N[C@H]2CN(S(C)(=O)=O)C[C@@H]2C(C)C)n1	6	-1%	9%	-12%	-10%	7%	-17%
N[C@@H](CCC(=O)N[C@@H](CS)C(=O)NCC(=O)O)C(=O)O	-8	i	7%[12.5 µM]	/	-5%[17 µM]	/	/

Given with bars between the fields: part of the list above
Molecule | IP6K1 inhibitor | GPT2 inh | SNCA viab count | HEK cytotox | SNCA expr inh | Luciferase inh | 3T3 cytotox
O=C(CSc1nc(=O)n(CCN2CCOCC2)c2c1CCC2)Nc1cccc(Cl)c1 | 16 | / | -11% | / | -3% | / | /
C=CCOc1c(OC)ccc2c1CN(C1CC1)C(=O)CCN2CC(O)COc1ccc(OC)cc1 (configuration not stated) | 10 | / | / | ? | / | / | ?
COc1ccccc1CNC(=O)C1CCN(C(=O)c2sccc2-n2cccc2)CC1 | 2 | / | 3% | / | -13% | / | /
Cc1cc(C(=O)N2CCC3(CCNCC3)CC2)c2cccc(C)c2n1 | 11 | i | ? | -8% | -4% | 13% | -1%
COc1ccc(C2Cn3nnc(C(=O)N4CCC(C(=O)NCc5cccc(C)c5)CC4)c3CO2)cc1 (configuration not stated) | 0 | i | 12% | -10% | 50%[activator] | ? | -30%
COc1cccc2c1OCC(C(=O)NCCc1ccc(N(C)C)cc1)C2 (configuration not stated) | 9 | i | -11% | -21% | 18% | 0% | -26%
O=C(CC1CCN(C(=O)Cc2ccccc2F)C1)NC1CC1 (configuration not stated) | -13 | i | -5%[12.5 µM] | 1% | 0% | -14% | -1%
Cc1ccc(=O)n(CC(=O)N[C@H]2CN(S(C)(=O)=O)C[C@@H]2C(C)C)n1 | 6 | -1% | 9% | -12% | -10% | 7% | -17%
N[C@@H](CCC(=O)N[C@@H](CS)C(=O)NCC(=O)O)C(=O)O | -8 | i | 7%[12.5 µM] | / | -5%[17 µM] | / | /

(listing goes on)
SMILES	IP6K1 inhibitor	GPT2 inh	SNCA viab count	HEK cytotox	SNCA expr inh	Luciferase inh	3T3 cytotox
CNC(=O)c1cc(C2CC2)nc2c1c(C1CCCN1C(=O)OC)nn2C (configuration not stated)	3	/	/	-1%	/	/	-22%
CCCn1c(C)cnc1CCNC(=O)c1ccc(OC)nc1	-1	i	-8%	i	2%	3%	i
Cc1ccc(NC(=O)C2CCCCC(=O)N2)cc1 (configuration not stated)	-7	1%	5%	0%	32%	-10%	-2%
Cc1cc(C)c(NC(=O)Cn2nnc(S(=O)(=O)c3ccc(C)c(C)c3)c2N)c(C)c1	-2	/	-17%	/	-1%	/	/
O=C(Nc1ccc2c(N3CCOCC3)ncnc2c1)c1ccco1	14	i	-3%	?	-4%	0%	-28%
Cc1ccc(S(=O)(=O)Nc2ccc(C)n(CC(=O)O)c2=O)cc1	8	i	3%	10%	0%	-8%	i
CC(Oc1ccc(Cl)cc1)C(=O)NCc1nnc2ccc(-c3ccccc3)nn12 (configuration not stated)	16	i	2%	?	-12%	0%	-16%
O=C(C1CCCCC1)N1CCCC2(CC(c3cccnc3)=NO2)C1 (configuration not stated)	2	i	-4%	-4%	-1%	/	-6%
COc1cc(OC)c(NC(=O)Nc2cc(C)on2)cc1Cl	/	-1%	-7%	/	25%	/	/
CCOc1ccc(Nc2sc(C(=O)c3ccc4c(c3)OCO4)c(N)c2S(=O)(=O)c2ccc(C)cc2)cc1	18	/	-15%	/	-1%	/	/
O=c1[nH]c(N2CCOCC2)nc2c1CCN(Cc1ccc(C(F)(F)F)cc1)CC2	0	i	1%	?	7%	14%	-23%
C=CCOC(=O)C1=C(C)N=C2SC=C(CC(=O)N3CCCC3)N2C1c1ccccc1Cl (configuration not stated)	9	i	-13%	?	8%	-9%	-13%
Cc1nn(C)c(C)c1S(=O)(=O)NC1CCc2nnc(C3CC3)n2CC1 (configuration not stated)	1	i	4%	2%	-24%	8%	-8%
COc1ccc(-n2nc3n(c2=O)CCN(CC2CC2)C3)cc1	-7	2%	2%	3%	129%[activator]	/	-23%
Cc1ccn(CC(=O)N[C@@H]2CN(c3ccncn3)C[C@H]2CN(C)C)n1	3	i	0%	i	-6%	-3%	2%
COc1ccc(C(=O)N2CCCC(n3cc(-c4nc(C)no4)nn3)C2)cc1 (configuration not stated)	2	i	-2%	-7%	-26%	-2%	-23%
COc1ccc(CCNC(=O)c2cc3sccc3n2Cc2ccc(Cl)cc2)cc1OC	-4	/	11%	/	?	/	/
CCN1c2cc(C(=O)NCc3ccc(F)cc3Cl)ccc2C(=O)N2CCCCCC21 (configuration not stated)	11	i	7%[12.5 µM]	?	?	-4%	?
O=C(c1nc2ccccc2n(C2CCCC2)c1=O)N1CCCC1	11	i	7%[87.6 µM]	-2%[172 µM]	15%[87.6 µM]	/	-14%[138 µM]
Cc1ccc(NC(=O)N2CCc3c(C(=O)NC(C)c4cccnc4)cccc32)cc1 (configuration not stated)	-5	2%	-5%	?	4µM*	0.4µM*	?
CCN1CCC(CC(=O)N2CCC(C3CCN(C(=O)NC)CC3)C2)CC1 (configuration not stated)	-1	-12%	-5%[12.5 µM]	i	?	-6%	5%
Cc1cc(C(=O)NCC2Cn3cccc3C(=O)N2CC(C)C)n(C)n1 (configuration not stated)	-6	i	-5%	0%	-4%	3%	i
COc1ccc(N2CCN(S(=O)(=O)CCNC(=O)c3cc(=O)c4ccccc4o3)CC2)cc1	-6	/	5%	/	6%	/	/
Cc1cnc(CCNC(=O)c2ccnn2C)n1C1CC1	0	-11%	0%	-15%	4%	3%	-9%
